RTF Ca sens act – cardiac RTF calcium sensitization; IANBD-labeled TnC RTF fluorescence at EC20 calcium; 0% EC20 calcium, 100% full calcium; activation, % at 7.2 µM; hit rate 0.24% among 340,000;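 active means activation above the mean over all tested compounds plus 3 SD, cut at about 30% in these data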;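 further: rise in fluorescence read as greater calcium sensitivity of cardiac thin filaments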
OPRM1-OPRD1 ag – agonists of human mu-delta opioid receptor heterodimerization; P35372+P41143; hit rate 0.3% among 340,000; cells, OPRM1-OPRD1 heterodimerization, luminescence; activation, % at 9.3 µM; in the data active means activation above about 18%;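 further: 0% = vehicle-treated cells and 100% = reference agonist; values of inactives mirror those of a sister screen read the other way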
HTR5A inv ctr – HTR5A inverse agonism, opioid heterodimer counter-screen | hit rate 0.083% among 340,000 | inhibition, % at 9.3 µM | P47898 | HTR5A cell line, luminescence; in the data active means inhibition mostly above about 23%, no sharp cut-off; inactive means mostly below about 18%;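 further: 0% = cells with DMSO and 100% = no-cell wells with DMSO; some compounds called inactive have numbers as strong as hits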
Target sequence (P47898 whole entry, looked up): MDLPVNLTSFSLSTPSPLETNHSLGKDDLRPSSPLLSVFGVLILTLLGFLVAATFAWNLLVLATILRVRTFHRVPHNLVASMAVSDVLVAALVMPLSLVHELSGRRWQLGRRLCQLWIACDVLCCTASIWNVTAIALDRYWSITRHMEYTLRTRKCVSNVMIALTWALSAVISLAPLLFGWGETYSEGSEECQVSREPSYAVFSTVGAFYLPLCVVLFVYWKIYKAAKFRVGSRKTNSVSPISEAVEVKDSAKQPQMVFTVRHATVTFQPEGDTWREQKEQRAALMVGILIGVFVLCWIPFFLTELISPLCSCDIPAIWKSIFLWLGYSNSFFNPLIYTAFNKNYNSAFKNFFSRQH
V-ATPase pH – yeast V-ATPase proton transport regulation by pHLuorin | hit rate 0.37% among 350,000 | AID 504577 | response, % at 10 µM | S. cerevisiae, pHLuorin cytosolic pH fluorescence; in the data active means response mostly above about 7.3%, no sharp cut-off; inactive means mostly below about 5.4%; further: actives read high; inactives centre near 0; some compounds called inactive have numbers as strong as hits; reference of the scale not given here
Cardiac RTF inh – cardiac RTF calcium desensitization; P19429+P45379; IANBD-labeled cardiac RTF, Ca2+ fluorescence; inhibition, % at 7.15 µM; hit rate 0.12% among 340,000; AID 493244;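 active means inhibition above the mean inhibition of all tested compounds plus 3 SD, cut at about 17% in these data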;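 further: assay run at fixed EC70 calcium of 1.6 mM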
Keap1 Nrf2 FP – disrupts human Keap1 binding to Nrf2 peptide; Q14145; Keap1 Kelch-Nrf2 peptide fluorescence polarization, 1536-well; inhibition, % at 9.4 µM; hit rate 0.15% among 340,000; AID 504523; in the data active means inhibition above about 12%;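 further: human Keap1 Kelch domain with fluorescein labeled Nrf2 9mer peptide probe; 0% = neutral control wells and 100% = peptide positive control; higher means more block of Keap1 binding to Nrf2 peptide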
Target sequence (Q14145 whole entry, looked up, the tested form may be a part): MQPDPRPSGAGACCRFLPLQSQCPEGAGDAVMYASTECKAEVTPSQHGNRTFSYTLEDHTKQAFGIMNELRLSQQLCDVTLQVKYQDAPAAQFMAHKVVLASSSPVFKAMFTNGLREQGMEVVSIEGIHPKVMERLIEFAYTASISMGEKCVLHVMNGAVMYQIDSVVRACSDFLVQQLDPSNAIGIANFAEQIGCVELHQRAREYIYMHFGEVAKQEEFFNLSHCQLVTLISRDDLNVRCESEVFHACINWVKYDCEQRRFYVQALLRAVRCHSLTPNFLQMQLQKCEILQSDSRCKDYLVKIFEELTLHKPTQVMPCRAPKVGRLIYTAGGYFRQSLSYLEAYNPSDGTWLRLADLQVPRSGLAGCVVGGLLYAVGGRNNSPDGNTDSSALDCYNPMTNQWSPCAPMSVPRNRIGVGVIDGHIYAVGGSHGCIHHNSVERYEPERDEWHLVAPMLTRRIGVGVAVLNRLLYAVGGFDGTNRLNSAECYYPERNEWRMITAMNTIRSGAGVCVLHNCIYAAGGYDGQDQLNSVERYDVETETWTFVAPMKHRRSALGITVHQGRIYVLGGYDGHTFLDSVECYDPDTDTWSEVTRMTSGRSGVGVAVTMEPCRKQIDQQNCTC
LANA DNA inh – KSHV C-LANA DNA binding inhibition | inhibition, % at 9 µM | hit rate 0.078% among 340,000 | MBP-C-LANA/FAM-LBS DNA binding, fluorescence polarization;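 active means highest replicate inhibition at or above 60% at 9 µM, even if other replicates fall short; inactive means all replicates below 60% inhibition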;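 further: 0% = neutral control wells and 100% = 4 µM acridine orange control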
MOR-DOR inv ag – mu-delta opioid heterodimer inverse agonism. P35372+P41143. cell-based MOR-DOR heterodimer luminescence. inhibition, % at 9.3 µM. hit rate 0.21% among 340,000. AID 504357; in the data active means inhibition above about 22%, passing the limit was not always enough;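 further: 0% = cells with DMSO and 100% = wells without cells with DMSO; values of inactives mirror those of a sister screen read the other way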
HTR5A ag ctr – counter-screen for OPRM1-OPRD1 agonists: human HTR5A agonism. P47898. HTR5A agonist assay, luminescence, cell-based. activation, % at 9.3 µM. hit rate 0.61% among 340,000. AID 504692; in the data active means activation mostly above about 9.5%, no sharp cut-off; inactive means mostly below about 7.6%;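 further: 0% = cells with vehicle only and 100% = reference agonist; strong numbers were not always called active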
CAL-PDZ inh HTS – CAL PDZ (human) peptide binding inhibition; Q9HD26; purified CAL PDZ, TMR-peptide fluorescence polarization, 1 h; inhibition, % at 24.9 µM; hit rate 0.92% among 300,000;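 active means mean inhibition of at least 30% with at least half of replicates also reaching 30%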;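 further: 0% = DMSO neutral control and 100% = excess unlabeled competitor peptide PRC23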
Active calls of the source: *; / = no result given. Hits appear at their usual frequency (roughly 2.8% active in at least one column).

SMILES	RTF Ca sens act	OPRM1-OPRD1 ag	HTR5A inv ctr	V-ATPase pH	Cardiac RTF inh	Keap1 Nrf2 FP	LANA DNA inh	MOR-DOR inv ag	HTR5A ag ctr	CAL-PDZ inh HTS
Cc1cnn(-c2cc(N/N=C/c3ccccc3Cl)ncn2)c1	13	-2.0	-2	-2	-2	-8	1.6	12	3	-3
COc1ccccc1NC(=O)c1ccc[n+]([O-])c1	3	0.1	0	-4	-13	0	-0.5	0	0	-5
Cc1cccc(NC(=O)CSc2nc3ccccc3nc2N2CCCCC2)c1	6	-0.4	-39	0	1	-8	-1.2	2	13	-3
Cc1cccc(N(C(=O)CCC(=O)Nc2cc(C)on2)C(C(=O)NC2CCCC2)c2cccnc2)c1 (stereo unspecified)	4	-0.7	6	5	-6	-3	1.1	4	-2	-1
Cc1ccc(-c2cc(=O)c3ccccc3[nH]2)cc1	-1	-0.5	-12	-3	-11	3	7.2	3	5	-3
C=CCC(NCc1ccco1)c1ccc(OC)cc1 (stereo unspecified)	4	-1.0	1	7	10	-4	1.2	5	4	-5
Cc1ccc(-c2csc3nc[nH]c(=O)c23)c(C)c1	-5	0.0	-2	1	-2	-1	-1.9	0	1	3
COc1ccc2sc(N3C(=O)CC(Cc4cccc(C)c4)C3=O)nc2c1 (stereo unspecified)	-4	0.0	15	-2	2	-2	-1.2	0	8	3
CN(C(=O)CN1C(=O)/C(=C/c2ccc(Cl)cc2)SC1=S)C1CCS(=O)(=O)C1 (stereo unspecified)	0	-1.6	-11	-1	-8	-3	-1.2	8	0	/
CCOc1ccc(S(=O)(=O)N2CCC(C(=O)NCCc3ccccc3)CC2)cc1	-5	-1.1	-1	2	-2	-2	-1.1	5	0	-5
Cn1c(=O)n(C)c2cc(NC(=O)COc3ccc(F)cc3)ccc21	-1	-1.1	3	-1	4	2	-0.9	6	-1	-6
CCCN(CCC)C(=O)CC(c1ccccc1)c1cc(Br)ccc1O (stereo unspecified)	0	13	-19	-2	-2	-4	0.2	-75	-1	/
O=C(Nc1c(C(=O)N2CCN(c3ccccn3)CC2)oc2ccccc12)c1ccc([N+](=O)[O-])cc1	-6	-1.5	-15	5	6	-6	-0.8	8	0	0
Cc1ccc(CNC(=O)C2CCC(=O)N2CCc2ccccc2)cc1 (stereo unspecified)	2	-0.6	18	2	-4	0	0.1	3	-2	-1
CCOC(=O)c1c(S(=O)(=O)NCC2CCN(CCc3cccs3)CC2)c(C)n(C)c1C	2	-2.6	4	-3	-3	-6	-1.4	13	-1	-2
O=C(NC(=S)Nc1cccnc1Cl)c1ccc(F)cc1	4	0.5	-26	0	-11	-7	0.1	-3	-7	-2
Cc1[nH]n(-c2ccccc2)c(=O)c1CCO	3	-2.6	-4	-1	-5	-9	-0.4	13	2	-1
CC(C)Cc1nnc(NC(=O)CCNC(=O)c2ccccc2Cl)s1	-4	-3.0	-3	0	-5	3	2.1	13	1	0
O=C(CSc1nc2ccccc2o1)Nc1ccccc1	4	-1.9	9	1	-1	4	0.3	10	-2	-25
CC(=O)c1ccccc1NC(=O)COC(=O)/C=C/c1ccc(C)o1	-1	7.5	0	0	-8	-4	2.8	-34	3	-12
COc1ccc(C)cc1N(CC(=O)NCCSCc1ccco1)S(=O)(=O)c1ccc(C)cc1	-6	1.3	-15	-2	-10	-5	0.0	-9	7	-2
COc1ccc(NC(=O)c2cc(S(=O)(=O)N3CCCC3)ccc2C)cn1	0	0.9	6	3	-2	1	4.4	-4	3	0
C=CCn1c(C)c(/C=C/c2cc[n+](C)cc2)c2ccccc21	114*	0.8	-9	1	-149	-171	-50	-4	2	-1
O=C(Oc1ccccc1Cl)c1ccccc1	-7	0.4	-6	13*	-5	-2	-3.1	-2	2	-1
COc1cc(/C=C/C(=O)NC(C)C)ccc1OCc1ccccc1	-4	-1.1	7	0	0	1	1.2	8	-2	-4
O=C(Nc1ccc(Cl)c([N+](=O)[O-])c1)ONC1=NCCCCC1	-3	7.7	-12	2	2	-3	-1.3	-35	-3	-6
COc1cn(-c2ccccc2)nc1C(=O)NCc1ccc(C)cc1	2	-0.8	-18	3	-11	0	-4.9	4	5	-3
O=c1oc(-c2ccc(O)c(O)c2)cc2cc(O)cc(O)c12	1	2.3	6	-1	-1	-1	-1.7	-12	2	3
CCOC(=O)c1sc2ncnc(N3CCN(c4ccc(OC)cc4)CC3)c2c1C	1	-1.2	-11	2	-2	2	-0.1	5	9	-4
CCC(C(=O)NCc1ccco1)n1nc(C)c2c(C)n(-c3ccc(C)cc3)nc2c1=O (stereo unspecified)	2	-2.9	5	-1	1	-5	0.6	16	7	-4
COc1ccc(OC)c(/C=N/NC(=O)c2cnccn2)c1	1	-1.5	-9	-3	2	0	-2.4	7	4	3
CS(=O)(=O)c1ccccc1C(=O)NC1CCCc2ccccc21 (stereo unspecified)	7	-1.4	-6	3	-4	4	2.0	8	5	/
CN(C)c1cccc2c(C=C(C#N)C#N)ccc(N(C)C)c12	-1	0.1	5	-2	-7	-2	-1.3	-1	0	-8
O=[N+]([O-])c1cc([N+](=O)[O-])c(Oc2ccc(Cl)c3cccnc23)cc1NN1CCCCC1	2	-1.0	22	-1	-2	-9	0.8	6	0	-3
Cc1cc(OCCn2ccnc2)cc(C)c1Cl	4	-2.9	3	-3	-2	3	-0.1	14	-1	-3
CCOc1ccc(-c2nnc(N)s2)cc1	4	-2.0	5	-2	-7	0	0.5	11	-2	-3
CSC(=NCc1cccnc1)NS(=O)(=O)c1cccs1	5	3.7	9	1	-15	-6	1.5	-21	-2	0
CS(=O)(=O)N1CCc2cc(C(=O)N3CCOCC3)ccc21	1	-2.2	17	-3	-5	5	1.2	9	-3	0
CCC(C)(C(=O)NC1CCCC1)N(C(=O)CNC(C)=O)c1ccc(C)cc1 (stereo unspecified)	0	-2.9	-28	2	2	-2	-0.2	17	-2	4
COc1ccc(N(C(=O)Cn2nnc(-c3ccccc3F)n2)C(C(=O)NCC2CCCO2)c2ccc(Cl)cc2)cc1 (stereo unspecified)	1	-3.3	-3	4	-16	0	-1.1	15	1	-2
CC(C)CCn1c(NCCc2ccccc2)nc2c1c(=O)n(C)c(=O)n2C	2	-0.6	-2	-3	-11	2	-0.3	3	1	/
N/C(=N\OC(=O)c1ccccc1[N+](=O)[O-])c1cccnc1	-2	3.9	-1	1	-4	0	-1.2	-19	0	-1
CC(C)(C)n1nc2c(c1NC(=O)COc1ccccc1F)CS(=O)(=O)C2	5	-2.0	2	-1	5	1	2.3	10	-1	-4
Cc1cc(SCCC(=O)O)nc2ccccc12	10	-1.1	-12	1	-3	1	-0.4	6	-6	3
Cc1ccc(NCCCn2cnc(C(=O)Nc3ccc(C)c(C)c3)n2)cc1C	-7	4.2	-29	5	-3	-4	0.0	-20	8	-1

A section from further up, for reference:
SMILES	RTF Ca sens act	OPRM1-OPRD1 ag	HTR5A inv ctr	V-ATPase pH	Cardiac RTF inh	Keap1 Nrf2 FP	LANA DNA inh	MOR-DOR inv ag	HTR5A ag ctr	CAL-PDZ inh HTS
COc1ccc(OC)c(/C=N/NC(=O)c2cnccn2)c1	1	-1.5	-9	-3	2	0	-2.4	7	4	3
CS(=O)(=O)c1ccccc1C(=O)NC1CCCc2ccccc21 (stereo unspecified)	7	-1.4	-6	3	-4	4	2.0	8	5	/
CN(C)c1cccc2c(C=C(C#N)C#N)ccc(N(C)C)c12	-1	0.1	5	-2	-7	-2	-1.3	-1	0	-8
O=[N+]([O-])c1cc([N+](=O)[O-])c(Oc2ccc(Cl)c3cccnc23)cc1NN1CCCCC1	2	-1.0	22	-1	-2	-9	0.8	6	0	-3
Cc1cc(OCCn2ccnc2)cc(C)c1Cl	4	-2.9	3	-3	-2	3	-0.1	14	-1	-3

In another format: results already given
mol: COc1ccc(N(C(=O)Cn2nnc(-c3ccccc3F)n2)C(C(=O)NCC2CCCO2)c2ccc(Cl)cc2)cc1 (stereo unspecified)
  RTF Ca sens act = 1; OPRM1-OPRD1 ag = -3.3; HTR5A inv ctr = -3; V-ATPase pH = 4; Cardiac RTF inh = -16; Keap1 Nrf2 FP = 0; LANA DNA inh = -1.1; MOR-DOR inv ag = 15; HTR5A ag ctr = 1; CAL-PDZ inh HTS = -2
mol: CC(C)CCn1c(NCCc2ccccc2)nc2c1c(=O)n(C)c(=O)n2C
  RTF Ca sens act = 2; OPRM1-OPRD1 ag = -0.6; HTR5A inv ctr = -2; V-ATPase pH = -3; Cardiac RTF inh = -11; Keap1 Nrf2 FP = 2; LANA DNA inh = -0.3; MOR-DOR inv ag = 3; HTR5A ag ctr = 1; CAL-PDZ inh HTS = /
mol: CCOc1ccc(-c2nnc(N)s2)cc1
  RTF Ca sens act = 4; OPRM1-OPRD1 ag = -2.0; HTR5A inv ctr = 5; V-ATPase pH = -2; Cardiac RTF inh = -7; Keap1 Nrf2 FP = 0; LANA DNA inh = 0.5; MOR-DOR inv ag = 11; HTR5A ag ctr = -2; CAL-PDZ inh HTS = -3

Going on with the list:
SMILES	RTF Ca sens act	OPRM1-OPRD1 ag	HTR5A inv ctr	V-ATPase pH	Cardiac RTF inh	Keap1 Nrf2 FP	LANA DNA inh	MOR-DOR inv ag	HTR5A ag ctr	CAL-PDZ inh HTS
CCc1cccc(C)c1NC(=O)CCN1C(=O)NC(C)(C)C1=O	0	-4.0	-4	2	-2	4	0.5	17	2	-2
Cc1ccc(S(=O)(=O)/N=C2/NC(=O)/C(=C\c3ccco3)S2)cc1	-3	-3.1	-9	1	4	-1	8.0	18	2	-5
Cc1ccccc1NC(=O)CN(C)S(=O)(=O)c1ccc(-c2ccc(=O)[nH]n2)s1	1	1.1	18	-1	-7	-3	-0.5	-6	1	-3
Cc1cnc(C(=O)OCC(=O)Nc2ncc(Cl)cc2Cl)cn1	-3	-0.9	1	4	-6	-3	3.7	3	0	-3
Cc1cccc(NC(=O)COC(=O)c2cc(C)oc2C)c1	-1	-1.2	1	0	2	2	-1.3	7	0	-5
CCCCNC(=O)COC(=O)c1c2c(nc3ccccc13)/C(=C/c1cccs1)CC2	6	-0.3	19	-3	-18	-2	-0.9	2	-7	/
COc1ccc(S(=O)(=O)N2CCc3ccccc3C2)cc1OC	3	-0.3	13	-3	-5	-2	0.2	2	11	-1
COC(=O)c1ccc(NC(=O)CSc2nnc(-c3ccccc3)n2C)cc1	1	-0.7	14	3	0	-6	3.0	3	-2	-1
Cc1cc(-c2nnc3n2N=C(c2ccc(-c4ccccc4)cc2)CS3)n[nH]1	-4	-3.1	-37	-1	-1	1	0.1	13	15	-1
CC1CCN(S(=O)(=O)c2ccc(NC(=O)c3ccccc3F)cc2)CC1	-6	0.3	3	-5	8	0	0.9	-2	-1	-3
CS(=O)(=O)Nc1cccc(C2=NN(S(=O)(=O)c3ccc(F)cc3)C(c3cccs3)C2)c1 (stereo unspecified)	3	1.2	-10	1	-11	-17	-0.3	-6	-2	-2
COc1cc(C(=O)OCC(=O)Nc2cccc(S(=O)(=O)N3CCOCC3)c2)ccc1OCC(C)C	-2	1.0	4	1	2	/	/	-5	-2	-1
O=C(CN1C(=O)/C(=C\C=C\c2ccccc2)SC1=S)Nc1ccc(F)cc1	11	1.6	9	8	4	2	-0.1	-9	-2	-1
COC(=O)[C@]1(C)N[C@H](CN(C)C(C)=O)[C@@H]2C(=O)N(C)C(=O)[C@@H]21	0	-3.0	-3	-2	-3	6	0.2	14	1	0
CC(C)CO/C(=N/S(=O)(=O)c1ccccc1)c1ccccc1	1	-3.8	14	3	2	-2	-0.4	19	1	/

From PubChem BioAssay
